NPY1 pot ag = potentiators or agonists of human neuropeptide Y receptor Y1 | NPY-Y1 expressing cells, potentiator/agonist activation | P25929 | 220,000 compounds, 0.37% hits | activation, % at 3.6 µM; in the data active means activation above about 33%, passing the limit was not always enough;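 further: cells stimulated with NPY at EC10 then isoproterenol at EC100; 0% = low agonist plus stimulus and 100% = saturating agonist plus stimulus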
Target sequence (P25929 whole entry, looked up): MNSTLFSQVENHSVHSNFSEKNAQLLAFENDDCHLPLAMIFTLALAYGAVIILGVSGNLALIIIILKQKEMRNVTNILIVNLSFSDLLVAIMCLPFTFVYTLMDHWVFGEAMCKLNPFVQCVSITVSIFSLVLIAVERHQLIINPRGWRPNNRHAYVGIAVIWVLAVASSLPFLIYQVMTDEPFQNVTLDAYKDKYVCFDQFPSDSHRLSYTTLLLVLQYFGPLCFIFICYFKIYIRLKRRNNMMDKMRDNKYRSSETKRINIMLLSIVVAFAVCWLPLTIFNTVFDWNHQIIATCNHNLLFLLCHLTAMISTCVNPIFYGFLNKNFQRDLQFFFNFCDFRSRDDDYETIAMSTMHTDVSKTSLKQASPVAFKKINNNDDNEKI
TRPN1 ag = agonists of zebrafish TRPN1 channel | activation, % at 3 µM | AID 1424 | HEK293 zebrafish TRPN1-YFP, Fluo-8 calcium fluorescence; 100% = response to 87 µM carbachol | 220,000 compounds, 0.18% hits;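 active means activation above its plate's cutoff, the mean activation of test wells on that plate plus 3 SD, cut at about 19% in these data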;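 further: 0% = DMSO alone and 100% = 87 µM carbachol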
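Material – zebrafish TRPN1-YFP in HEK293 cells · Doses – 3 µM single point · Schedule – dye 1 h 37 °C plus 30 min RT · Signal – Fluo-8 calcium fluorescence, excitation 470-495 nm, emission 515-575 nm · Read-out – % activation versus carbachol response · Control set – carbachol high, DMSO low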
CHOP inhibitor = CHOP inhibition in unfolded protein response | AID 2732 | CHO-K1 CHOP-promoter luciferase, tunicamycin-induced, 15-18 h | inhibition, % at 10 µM | 220,000 compounds, 3.8% hits;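 active means compounds that reduced the stress-induced luciferase reporter signal by more than about 70% of percent inhibition, limit read from the data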;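 further: 0% = tunicamycin plus vehicle and 100% = wells without tunicamycin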
TRPML3 ag = activates the human TRPML3 channel | HEK293 TRPML3-YFP, Fluo-8 calcium fluorescence; 100% = the carbachol control signal | activation, % at 3 µM | Q8TDD5 | 220,000 compounds, 0.29% hits | AID 1448;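 active means activation above its plate's cutoff, the mean activation of the plate's test wells plus 3 SD, cut at about 12% in these data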;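 further: 0% = DMSO only wells and 100% = carbachol wells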
Target sequence (Q8TDD5 whole entry, looked up): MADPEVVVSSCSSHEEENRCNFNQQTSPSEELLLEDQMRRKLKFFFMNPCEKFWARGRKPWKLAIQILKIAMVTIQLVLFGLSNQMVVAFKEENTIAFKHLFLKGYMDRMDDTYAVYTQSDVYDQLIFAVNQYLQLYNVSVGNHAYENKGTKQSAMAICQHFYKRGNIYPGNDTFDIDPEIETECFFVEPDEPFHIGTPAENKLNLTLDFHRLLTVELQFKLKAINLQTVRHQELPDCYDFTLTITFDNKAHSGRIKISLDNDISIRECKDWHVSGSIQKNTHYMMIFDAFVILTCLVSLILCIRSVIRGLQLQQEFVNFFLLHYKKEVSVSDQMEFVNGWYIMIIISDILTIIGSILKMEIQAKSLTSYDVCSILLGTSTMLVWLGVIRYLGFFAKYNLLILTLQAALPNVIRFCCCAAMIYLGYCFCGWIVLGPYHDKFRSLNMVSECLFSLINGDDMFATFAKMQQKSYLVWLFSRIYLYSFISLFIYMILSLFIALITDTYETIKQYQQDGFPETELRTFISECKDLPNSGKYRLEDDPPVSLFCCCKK
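Material: TRPML3-YFP stable HEK293 cells | Dosing: One concentration, 3 µM nominal, 0.3% DMSO | Timing: 125 s total fluorescence read per well | Technique: Fluo-8 calcium dye fluorescence, ex 470-495, em 515-575 nm | Measure: Percent activation from peak-to-basal fluorescence ratio, scaled between DMSO and carbachol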
14-3-3 Bad inh = disrupts binding of bovine 14-3-3 zeta to phospho-Bad peptide; P63103; TR-FRET 14-3-3zeta/Dy647-pBad peptide displacement, 1 h; inhibition, % at 21.7 µM; 220,000 compounds, 0.71% hits;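 active means inhibition above about 70%, limit read from the data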;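 further: 0% = full 14-3-3 plus peptide FRET controls and 100% = background without 14-3-3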
NPY-Y1 antag = antagonists of human neuropeptide Y receptor Y1 | P25929 | HEK293-CNG Y1 cells, membrane potential fluorescence; NPY at EC95, then isoproterenol | inhibition, % at 3.6 µM | 200,000 compounds, 1% hits | AID 1040;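 active means inhibition above the campaign mean inhibition of all tested compounds plus 3 SD, cut at about 20% in these data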;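 further: 0% = DMSO wells given NPY plus isoproterenol and 100% = isoproterenol alone without NPY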
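System: HEK293 cells with Y1 receptor plus CNG channel / Probe or stimulus: NPY 25 nM then isoproterenol 1 µM plus Ro 20-1724 25 µM / Compound: one concentration, 3.6 µM, in 0.4% DMSO / Schedule: compound incubation 1 h at room temperature, readout 45 min post-stimulation / Measured by: membrane potential fluorescence / Read-out: % inhibition of NPY effect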
EP2 antag = EP2 receptor (human) inhibition. P43116. C6 glioma cells expressing human EP2, cAMP TR-FRET; cells stimulated with saturating PGE2. inhibition, % at 25 µM. 260,000 compounds, 0.52% hits;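 active means percent inhibition above 40 after rounding to a whole number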;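 further: rat C6 glioma host cells with rolipram phosphodiesterase inhibitor present; the protocol text gives 20 µM as final concentration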
EP2 mod = modulates human prostaglandin E2 receptor EP2 signaling | P43116 | EP2-expressing cells, cAMP HTRF FRET, PGE2 co-stimulation | induction, % at 25 µM | 260,000 compounds, 0.83% hits | AID 940;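 active means compounds whose cAMP rise, as percent of the full-agonist control response, exceeds 60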;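 further: rat C6 glioma line stably carrying human EP2 under a CMV promoter; the protocol text gives 20 µM as final concentration; 100% = response of wells given 1 µM PGE2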
PPC-1+TRAIL kill = PPC-1 cancer cell killing with TRAIL present. PPC-1 cells + TRAIL, ATPLite viability luminescence. cell killing (% activity), % at 4 µM. 220,000 compounds, 0.41% hits. AID 1443;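 active means cell killing above 50% in the first pass at 4 µM, then a duplicate retest at 5 µM averaging 50% or more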;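 further: plate controls were cells with TRAIL plus DMSO for no effect and medium-only wells lacking cells for full effect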
* = called active by the depositor; / = no result given; & = joins results of further samples; [ ] = remark or other dose. Some of the compounds tested. The share of hits here may be higher or lower than overall.

Order of results – NPY1 pot ag	TRPN1 ag	CHOP inhibitor	TRPML3 ag	14-3-3 Bad inh	NPY-Y1 antag	EP2 antag	EP2 mod	PPC-1+TRAIL kill
1: S=C1NC2(CCCCC2)NC12CCCCC2
  13.0	1.9	2.7	0.0	-9.3	/	9.2	-0.9	10.0
2: O=c1c2ccccc2nc(-c2ccccc2)n1-c1ccccc1
  -5.2	-0.6	-17.4	0.1	1.8	/	3.4	20.6	15.0
3: CCN1CCN(c2ccc(NC(C)=O)cc2Cl)CC1
  10.3	0.9	-3.2	0.6	-7.8	-1.6	6.1&5.0	-20.5&-11.7	3.7
4: CN1C(=O)C(=Cc2cc([N+](=O)[O-])ccc2N2CCCCC2)C(=O)N(C)C1=O
  1.4	0.2	-12.3	0.8	-6.2	2.2	8.2	13.0	/
5: O/N=C1\CCC2CN(C3CCCCC3)CC2C1 (configuration not stated)
  1.8	0.2	-41.2	0.8	1.0[fluorescence artefact?]	1.0	0.7	-5.1	17.2
6: CN1CCc2nc(SCC(=O)OC(C)(C)C)c(C#N)cc2C1
  /	/	1.4	/	-8.6	/	/	23.8	14.1
7: CCSc1nnc([C@@H](N)Cc2c[nH]c3ccccc23)o1
  1.6	1.5	26.5	0.5	42.2	9.1	5.1	1.4	31.8
8: C[C@]12CC[C@@H](O)C[C@@H]1CC[C@@H]1[C@@H]2CC[C@]2(C)C(=O)CC[C@@H]12
  0.0	1.0	1.5	0.2	2.0	0.1	19.7	10.8	-8.6
9: CC[C@@H](CO)NC(=O)[C@@H]1C=C2c3cccc4c3c(cn4C)C[C@H]2N(C)C1
  -3.0	1.2	-2.2&8.3&1.0	2.1	33.3&2.9	7.5	24.5&15.5&7.8	4.1&-3.1&11.1	16.3&10.3
10: CC(C)N1OC2CC1c1nc3ccccc3n1C2 (configuration not stated)
  /	/	1.7	/	0.2	/	9.2	4.3	19.2
11: CN(C)C1=C(C#N)C(c2ccccc2)=NP(N(C)C)(N(C)C)=N1
  2.8	0.7	-18.0	0.7	-8.2	-1.0	4.3	10.4	1.7
12: CC(=O)Nc1ccc(OC(=O)N2CCCCC2)cc1
  3.8	-0.5	6.2	0.2	-4.1	6.3	2.9	14.4	-8.1
13: O=c1[nH]c(=O)n(-c2ccccc2)c(O)c1/C=C/C=Nc1ccccc1
  -19.8	4.5	-0.6	2.7	-14.1	-4.7	4.6	-4.1	9.8
14: CN(C)c1ccc(/C=C2/C(=N\O)C3CCN2CC3)cc1
  43.8	-0.2	-5.2	0.2	-5.5	/	12.6	24.1	-0.2
15: COc1ccccc1NC1=NCCS1
  -0.9	1.4	10.5	1.0	12.7	-1.6	4.6	21.4	3.9
16: CS(=O)(=O)NNP(=O)(NNS(C)(=O)=O)NC(=O)c1ccc(Br)cc1
  -15.1	-0.2	6.5	1.1	-2.1	/	7.3	-19.9	10.4
17: CC/C(=N\N1CCN(C)CC1)c1c(O)[nH]c(=O)[nH]c1=O
  11.9	1.1	2.4	1.0	6.3	-3.1	3.6	9.4	12.8
18: Cc1cc(NC(=O)CCC(=O)N2CCC3(CC2)OCCO3)no1
  7.8	0.3	-6.8	0.1	8.1[fluorescence artefact?]	0.0	8.0	28.8	4.3
19: O=C(CN1CCOCC1)c1ccc2cc[nH]c2c1
  -1.9	2.4	-3.3	0.4	-2.7	-2.1	12.6	19.9	-3.9
20: O=[N+]([O-])c1ccccc1CNCCc1ccc(F)cc1
  18.4	-0.2	18.8	0.6	65.5[fluorescence artefact?]	3.5	5.2	-51.6	14.5
21: O=C(CN1CC(c2ccccc2)CC1=O)NCc1ccc(F)cc1 (configuration not stated)
  -12.7	0.8	20.1	0.6	4.1	-0.2	7.7	8.9	-19.2
22: C=CCN1CC[C@]23c4c5ccc(O)c4OC2C(=O)CC[C@@]3(O)C1C5 (some centres not stated)
  10.4	0.1	21.4	0.7	-5.3	/	6.3	-0.5	5.3
23: CCOc1ccc2nc(N=Nc3c(O)[nH]c(=O)[nH]c3=O)sc2c1
  10.7	-0.7	12.9	-0.8	-3.0	/	10.8	2.3	-19.7
24: CCCCCCC[n+]1ccc(-c2cc[n+](CCCCCCC)cc2)cc1
  -6.0	-0.3	-46.6	0.2	42.7[fluorescence artefact?]	-5.6	9.3	39.3	16.3
25: CC(=O)N1N=C2C3CCN(CC3)C2C1c1ccc(C)cc1 (configuration not stated)
  5.2	-1.1	-9.8	0.5	6.2[fluorescence artefact?]	0.4	15.8	23.0	10.7
26: CN1C(=O)c2ccccc2NC(=O)C1Cc1ccccc1 (configuration not stated)
  -8.4	-1.1	14.5	-0.6	7.7	0.9	9.7	0.7	19.2
27: Cc1cc(Oc2ccc(C(F)(F)F)cc2[N+](=O)[O-])c2c3c(c(=O)oc2c1)CCCC3
  -5.4	-0.1	33.4	1.1	-1.4	-0.9	6.7	24.9	4.1
28: COc1cc(CC2(CCc3ccncc3)C(=O)NC(=O)NC2=O)cc(OC)c1OC
  -2.3	0.1	9.2	1.1	-1.4	-7.3	8.9	21.8	-13.6
29: CCOC(=O)C(O)(c1ccc(N)c(OC)c1)C(F)(F)F (configuration not stated)
  -5.2	0.4	8.4	0.3	-13.7	-3.0	/	25.0	-11.4
30: COc1ccc(-n2c(O)c(C(C)=NCc3ccco3)c(=O)[nH]c2=O)cc1
  -5.7	-1.2	49.9	0.9	-3.1	-1.3	3.7	14.5	4.2
31: O=C(c1cc(-c2cccnc2)nc2ccccc12)N1CCC2(CC1)OCCO2
  6.3	1.8	20.4	1.0	-0.4	4.8	5.6	16.7	-5.2
32: CN1CCN(c2c(F)cc([N+](=O)[O-])c(N)c2Br)CC1
  6.2	-1.0	12.8	0.8	-7.5	-0.4	15.4	-46.8	21.3
33: O=C(c1cc(-c2ccncc2)nc2ccccc12)N1CCC2(CC1)OCCO2
  -8.0	2.1	-4.6	0.6	6.5	-0.3	/	19.3	-7.5
34: Cc1ccccc1-n1c(C)nc2sccc2c1=O
  -7.6	0.2	16.6	-0.5	-10.0[fluorescence artefact?]	-1.0	16.7	13.4	0.4
35: COc1ccc(N2C(=O)NC(=O)/C(=C\c3ccc([N+](=O)[O-])s3)C2=O)cc1
  -19.5	2.8	-0.7	2.0	4.5	2.0	6.8	-33.7	-3.2
36: O=[N+]([O-])/C=C1\NCCN1Cc1ccc(Cl)nc1
  7.1&17.7	1.0&0.2	13.5&-11.1	-0.2&1.0	-24.3&8.7	-2.1&5.8	3.5&3.9	-1.8&16.7	13.3&16.5
37: O=C1NC(=S)N(c2ccccc2)C(=O)C1C(c1ccncc1)C1C(=O)NC(=S)N(c2ccccc2)C1=O (configuration not stated)
  20.4	0.8	-5.7	1.0	-9.4	1.5	0.9	26.4	-2.4
38: Cc1cc(C(=O)CN2CCCC2)c(C)n1-c1ccc(F)cc1
  -11.4	1.4	-18.7	0.7	-6.9	/	0.4	-38.8	0.3
39: N=C1c2ccccc2CN1c1cccc([N+](=O)[O-])c1
  6.7	0.8	-1.1	0.4	-7.5	0.7	4.2	-7.6	41.3
40: CC(C)(C)P(=O)(c1ccncc1)N1CCCC1 (configuration not stated)
  -17.0	-1.1	-17.4	1.2	-1.4[fluorescence artefact?]	6.7	5.7	29.5	-2.4
41: CC(=O)Nc1ccccc1C(=O)OCc1ccc(C(=O)c2ccccc2)cc1
  -4.2	2.7	18.1	1.6	-5.4	0.0	13.6	-30.7	5.2
42: CCn1ccnc1CN1CCCC(C(=O)c2cc(C)c(OC)c(C)c2)C1 (configuration not stated)
  18.6	1.4	30.4	1.1	-6.3	5.0	10.7	-59.4	-3.4
43: CCN(CC)S(=O)(=O)N1CCC(C(=O)N2CCC3(CC2)OCCO3)CC1
  8.5	0.7	7.7	0.7	-3.8	1.5	6.1	9.8	-0.8
44: O=C(O)c1ccc(N=Cc2c(O)n(Cc3ccc(F)cc3)c(=O)[nH]c2=O)cc1
  3.2	1.1	-6.0	0.2	2.5	/	-1.0	15.6	7.0
45: O=c1[nH]c(=O)n(Cc2ccccc2)c(O)c1/C=C1\C=Nc2ccccc21
  9.4	2.8	83.0*	1.9	17.6	5.2	15.1	-70.5	14.2
46: CCCC[N+]1(C)[C@@H]2CC(OC(=O)[C@H](CO)c3ccccc3)C[C@H]1[C@@H]1O[C@@H]12 (some centres not stated)
  6.1	0.5	10.5	0.9	3.0	-4.0	12.3	23.1	-1.5
47: N#Cc1c(/N=C/C2C(=O)NC(=S)NC2=O)sc2c1CCCC2
  -3.4	-1.1	-6.6	0.5	52.9	4.7	1.4	-5.2	19.1
48: O=c1[nH]c(O)c(/C=C2\C=NN=C2c2ccccc2)c(=O)[nH]1
  -13.0	-0.7	45.5	0.5	-9.0[fluorescence artefact?]	2.4	8.7	24.6	-6.1
49: COc1cc(CN2CCCC(C(=O)c3sccc3C)C2)cc(Cl)c1O (configuration not stated)
  -3.6	-1.6	9.2	0.1	2.5	-1.4	7.6	3.6	-3.9
50: COc1ccc(-c2cc(=NCCCCCC(=O)O)c3cc(C)ccc3o2)cc1
  6.2	1.3	11.9	0.7	10.2	3.8	7.9	20.4	-24.4
51: Nc1ccc2c(c1)oc1ccccc12
  -0.9	-0.2	9.3	-0.8	-3.9	0.6	8.5	-36.8	9.9

Screening data as filed in PubChem.
